From PubChem
NPC1 prom act – qHTS Assay for NPC1 Promoter Activators; 320,000 compounds, 2.4% hits; Potency, µM (top dose mostly 9.22 µM), for inactives: at the highest dose activation, most hits filed as activators; AID 485313, 2010; Huh7 NPC1 promoter luciferase reporter, 24 h;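 also: potency is read from the fitted curve at half-maximal effect; % of control where 0% means no effect; nearly all actives have a fitted effect of over 60% in size; reporter is driven by a mutant NPC1 promoter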
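Huh7 cells stably carrying NPC1 promoter–luciferase, plated in Opti-MEM with 10% FBS for 2 h, were exposed to compound in DMSO for 24 h at 37 °C; luciferase reagent was added for 10 min and luminescence read.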
Rab9 promoter act – qHTS Assay for Rab9 Promoter Activators | AID 485297, 2010 | Potency, µM (top dose mostly 9.22 µM), for the others: at the highest dose activation, negative = inhibition, usual class: activators | Huh7 Rab9 promoter-luciferase reporter, luminescence, 24 h | 320,000 compounds, 2.8% hits; also: potency is read from the fitted curve at half-maximal effect; % of control where 0% means no effect; nearly all actives have a fitted effect of over 60% in size
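Quantitative HTS format; Huh7 Rab9-luciferase reporter cells (1500/well) receive compound 2 h post-plating, incubate 24 h at 37 °C, then get luciferase reagent for 10 min before luminescence reading.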
Mito fusion act – qHTS Assay for Small Molecule Inhibitors of Mitochondrial Division or Activators of Mitochondrial Fusion; S. cerevisiae fusion-defective mutant growth rescue, CellTiterGlo 48 h; Potency, µM (titrated, usually from 46.1 µM), for inactives: top-dose growth rescue (activation), usual class: activators; 320,000 compounds, 0.23% hits; AID 485298, 2010;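 also: potency is read from the fitted curve at half-maximal effect; % of control where 0% means no effect; nearly all actives have a fitted effect of over 45% in size; temperature-sensitive fusion mutants such as fzo1-1 at 37 °C on non-fermentable ethanol glycerol medium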
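Read-out: ATP-based luminescence (CellTiterGlo, 10 min ambient) reporting growth of fusion-defective ts yeast after 48 hours at 37C on glycerol/ethanol YPEG medium in the presence of compound.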
RORgamma inh – qHTS for inhibitors of ROR gamma transcriptional activity; Drosophila S2 Gal4-RORgamma UAS-luciferase reporter, 20 h; Potency, µM (top dose mostly 53.6 µM), for the others: top-dose activity change, negative = inhibition, actives largely listed as inhibitors; 310,000 compounds, 5.4% hits; AID 2551, 2010; also: potency is read from the fitted curve at half-maximal effect; % is scaled to controls: 0 for no effect and ±100 for the full control effect; nearly all actives have a fitted effect of over 60% in size
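ROR gamma transcriptional activity was tracked as Gal4-UAS luciferase output in stably transfected Drosophila Schneider cells, with compound added 1 hr before 700 uM copper sulfate induction and a 20 hr ambient-temperature incubation.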
FLuc counter – qHTS profiling assay for firefly luciferase inhibitor/activator using purifed enzyme and Km concentrations of substrates (counterscreen for miR-21 project); Luciferin 4-monooxygenase (Photinus pyralis), P08659; AID 588342, 2011; purified FLuc, Km substrates, luminescence inhibition; Potency, µM (series often up to 57.5 µM), inactives show top-dose activity change, negative = inhibition, most hits filed as inhibitors; 360,000 compounds, 6.9% hits;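 also: potency is read from the fitted curve at half-maximal effect; plate controls were vehicle for no effect and reference inhibitor for full effect; nearly all actives have a fitted effect of over 55% in size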
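Purified P. pyralis luciferase, 10 nM final, with Km-level 10 uM D-luciferin and 10 uM ATP in 50 mM Tris acetate pH 7.5, 10 mM Mg acetate, 0.01% Tween-20, 0.05% BSA; 6-point qHTS titration about 60 µM downward; luminescence read.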
Menin-MLL TR inh – qHTS Assay for Inhibitors Targeting the Menin-MLL Interaction in MLL Related Leukemias: Competition With Texas Red Labeled MLL-derived Mutant Peptide; O00255; Menin + Texas Red MLL mutant peptide, fluorescence polarization; Potency, µM (top dose mostly 61.6 µM), for inactives: at the top dose FP activity change, negative = inhibition, actives largely listed as inhibitors; 270,000 compounds, 0.23% hits; active = well fitted inhibition curve with a large enough effect in the polarisation, with a control signal flat, not every such curve was filed as active; inconclusive = small, poorly fitted or top-dose-only effect, or effect the other way, or a change in a side signal; inactive = no such curve, though single readings can be large or run the other way; the % refers to the polarisation; also: potency is read from the fitted curve at half-maximal effect; % of control where 0% means no effect; many of its hits are not listed in these tables
Target sequence (O00255 whole entry, looked up): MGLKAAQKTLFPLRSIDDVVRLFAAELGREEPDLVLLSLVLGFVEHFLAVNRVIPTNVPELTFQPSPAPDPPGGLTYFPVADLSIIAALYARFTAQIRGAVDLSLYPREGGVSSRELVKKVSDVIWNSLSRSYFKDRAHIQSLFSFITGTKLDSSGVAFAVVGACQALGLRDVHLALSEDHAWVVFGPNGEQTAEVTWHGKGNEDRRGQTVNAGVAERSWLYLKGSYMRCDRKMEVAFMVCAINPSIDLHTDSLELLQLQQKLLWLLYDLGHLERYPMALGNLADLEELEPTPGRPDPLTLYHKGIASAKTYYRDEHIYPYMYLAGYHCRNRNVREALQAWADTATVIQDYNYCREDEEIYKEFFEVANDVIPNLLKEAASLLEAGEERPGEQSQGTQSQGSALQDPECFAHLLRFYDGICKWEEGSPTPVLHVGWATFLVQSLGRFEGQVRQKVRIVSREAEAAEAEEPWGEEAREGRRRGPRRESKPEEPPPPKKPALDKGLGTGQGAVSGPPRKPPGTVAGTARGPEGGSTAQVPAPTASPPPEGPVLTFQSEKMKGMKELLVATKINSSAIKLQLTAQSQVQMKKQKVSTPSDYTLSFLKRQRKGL
PKM2 act – qHTS Assay for Activators of Human Muscle isoform 2 Pyruvate Kinase | Potency, µM (top dose mostly 57.5 µM), inactives show at the highest dose activation, most hits filed as activators | purified PKM2, Kinase-Glo ATP luminescence, activation; response scale: 0% is enzyme alone, no compound | 260,000 compounds, 0.34% hits | AID 1631, 2009; also: potency is read from the fitted curve at half-maximal effect; % is scaled to controls: 0 for no effect and ±100 for the full control effect; nearly all actives have a fitted effect of over 55% in size
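hPK-M2, >95% pure; 0.1 mM ADP / 0.5 mM PEP final; imidazole pH7.2 buffer w/ 7 mM MgCl2, 50 mM KCl; 1 h RT; Kinase-Glo lum. Intermediate enzyme activity for dual inhibitor/activator qHTS.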
MBNL1-CUG inh – qHTS Assay for Inhibitors of MBNL1-poly(CUG) RNA binding; TR-FRET MBNL1-His/biotin-(CUG)12 binding, 665/545 ratio; Muscleblind-like protein 1 (Homo sapiens), Q9NR56; Potency, µM (highest dose often 57.5 µM), for the others: at the top dose activity change, negative = inhibition, actives largely listed as inhibitors; 280,000 compounds, 0.036% hits; active = well fitted inhibition curve with a large enough effect in the signal ratio, with a control signal flat, not every such curve was filed as active; inconclusive = small, poorly fitted or top-dose-only effect, or effect the other way, or a change in a side signal; inactive = no such curve, though single readings can be large or run the other way; the % refers to the signal ratio; also: potency is read from the fitted curve at half-maximal effect; % is scaled to controls: 0 for no effect and ±100 for the full control effect
Target sequence (Q9NR56 whole entry, looked up): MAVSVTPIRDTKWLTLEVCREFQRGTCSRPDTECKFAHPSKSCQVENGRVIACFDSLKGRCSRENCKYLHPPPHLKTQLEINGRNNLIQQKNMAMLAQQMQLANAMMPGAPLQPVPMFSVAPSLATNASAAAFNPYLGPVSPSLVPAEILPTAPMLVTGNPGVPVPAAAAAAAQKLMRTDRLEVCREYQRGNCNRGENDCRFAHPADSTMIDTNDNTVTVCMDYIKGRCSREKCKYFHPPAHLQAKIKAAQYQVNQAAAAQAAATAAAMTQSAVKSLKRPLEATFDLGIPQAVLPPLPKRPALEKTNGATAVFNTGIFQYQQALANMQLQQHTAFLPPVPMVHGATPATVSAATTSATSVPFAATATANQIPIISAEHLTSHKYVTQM
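Ratiometric TR-FRET (665 over 545 nm, excitation 340 nm) tracks disruption of MBNL1-His/biotin-(CUG)12 complex after 60 min at room temperature, with compounds at 92 nM to 58 uM final.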
KCNH2 3.1 inh – qHTS for Inhibitors of KCHN2 3.1: Mutant qHTS. U2OS KCNH2 3.1, thallium flux FluxOr; stronger effect = lower value. activity change, % (tested at about 1.8 µM). 340,000 compounds, 0.95% hits;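 active = maximum activity change below -70%; inconclusive = maximum activity change from -70% to -50%; inactive = maximum activity change above -50%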;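 also: thallium influx rate constant from kinetic fluorescence after stimulation buffer; % is scaled to controls: 0 for no effect and ±100 for the full control effect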
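Thallium flux read-out: FluxOr dye with Red40 quencher in HBSS/HEPES, 45 min at RT. Rate constants from kinetic reads were normalized to positive and negative DMSO controls. Cells: U2OS virally expressing the 3.1 isoform.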
Gal4-VP16 FLuc – VP16 counterscreen qHTS for inhibitors of ROR gamma transcriptional activity | 310,000 compounds, 3.5% hits | Potency, µM (titrated, usually from 53.6 µM), without a hit: at the highest dose activity, negative = inhibition, usual class: inhibitors | Drosophila S2 Gal4-VP16 UAS-luciferase, luminescence, 20 h | AID 2546, 2010;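 also: Gal4-VP16 expression switched on by copper sulfate through the metallothionein promoter; potency is read from the fitted curve at half-maximal effect; % is scaled to controls: 0 for no effect and ±100 for the full control effect; nearly all actives have a fitted effect of over 50% in size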
ELG1 repair inh – qHTS screen for small molecules that inhibit ELG1-dependent DNA repair in human embryonic kidney (HEK293T) cells expressing luciferase-tagged ELG1; HEK293T ELG1-luciferase reporter, luminescence, 16 h; DNA damage induced by 5-fluorouridine; Potency, µM (series often up to 46.1 µM), for the others: top-dose activity change, negative = inhibition, actives largely listed as inhibitors; 330,000 compounds, 2.3% hits; also: potency is read from the fitted curve at half-maximal effect; % is scaled to controls: 0 for no effect and ±100 for the full control effect; nearly all actives have a fitted effect of over 55% in size
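Luminescence from the luciferase reporter, measured 30 min after ONE-Glo reagent at room temperature, was the read-out. Beforehand, 2,000 cells per well were exposed for 16 hr at 37 °C to 5-fluorouridine together with compound or vehicle.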
* = called active by the depositor; u = inconclusive; x = not tested or not shown; & = joins results of further samples; [ ] = dose if it differs, or a comment. Unless noted, calls follow the shape of the dose curve; as a rule, active = well fitted curve in the direction sought with a large enough effect; inconclusive = small, poorly fitted or top-dose-only effect, or another doubt; inactive = no such curve, though single readings can be large; an effect the other way counts as inactive or inconclusive. This is a subset; the hit share may differ from the screen's.

SMILES | NPC1 prom act | Rab9 promoter act | Mito fusion act | RORgamma inh | FLuc counter | Menin-MLL TR inh | PKM2 act | MBNL1-CUG inh | KCNH2 3.1 inh | Gal4-VP16 FLuc | ELG1 repair inh
CN(NC1OC(=O)c2ccccc21)c1ccc(Cl)cc1[N+](=O)[O-] (stereo unspecified) | -3% | -2% | 0% | 41% | u | x | -3% | u | 0 | 0% | u
CC(C)Cn1c(N)c(C(=O)COC(=O)c2ccc(Cl)cc2)c(=O)n(C)c1=O | -4% | -10% | 6% | -18% | -4% | 11% | x | -3% | -17 | -24% | 18µM*
Cc1ccc(C(=O)N/C(=C\c2ccco2)C(=O)NCCN2CCOCC2)cc1C | 0% | -8% | 0% | -4% | -1% | x | -2% | 15% | x | 3% | -4%
CCOC(=O)c1c(C)c(-c2ccccc2)n(CC(=O)NCCC(C)C)c1C | 1% | -4% | 1% | -7% | -1% | 13% | 2% | 1% | -23 | 4% | 1%
CCCC(=O)Nc1ccc(NC(=O)Cc2ccccc2)cn1 | 2% | 2% | 0% | 8% | 0% | -7% | -2% | 1% | 1 | -5% | 21%
Fc1cccc(NCc2ccoc2)c1 | 2% | 7% | 8% | -9% | -1% | 0% | 2% | 8% | 2 | -6% | -4%
O=C(NCc1ccco1)Nc1ccc2nsnc2c1 | 16% | 21% | -2% | -14%[0.365 µM] | u | 9% | 5% | u | 1 | x | 22%
O=C(c1ccc(Cn2cc(Cl)cn2)cc1)N1CCN(c2ccccc2)CC1 | x | x | -13% | 40% | 0% | -13% | 16µM* | -8% | 5 | 23% | x
COC(CNC(=O)c1c[nH]c2ccc(S(=O)(=O)N3CCOCC3)cc2c1=O)OC | -3% | -1% | -3% | 5% | -3% | 3% | 1% | -8% | -1 | 3% | 0%
CCOc1ccc(NC(=O)CCCOc2cc(=O)n(C)c3ccccc23)cc1 | -9% | 0% | 2% | -33% | -10%&3% | 2% | 0% | 7% | -3 | 2% | u
CN(C1=NC(=O)C(CC(=O)O)S1)c1ccc(O)cc1 (stereo unspecified) | -11% | -9% | 5% | 5% | -2% | 17% | 1% | -3% | 1 | 1% | -2%
Cn1c(CN2CCCCC2)nc2cc(NC(=O)c3ccccc3)ccc21 | 10% | 8% | -2% | 1% | u | -11% | 2% | -7% | -20 | 15% | u
CC(=O)Nc1ccc(C(C#N)c2ccccc2)cc1 (stereo unspecified) | 2% | -1% | 2% | 3% | 2% | 4% | -1% | -6% | -13 | 6% | -1%
CC(C)NC(=O)c1ccccc1NC(=O)C1COc2ccccc2O1 (stereo unspecified) | -4% | -5% | 3% | u | 7% | 23% | 3% | -2% | 6 | 4% | 21µM*
CCCS(=O)(=O)N1CCC(C(=O)N2CCCC2)CC1 | 2% | -6% | -2% | -2% | -1% | -7% | 0% | 1% | 13 | -8% | 4%
CCCCOC(=O)c1ccc(NC(c2ccc(C)cc2)P(=O)(OC)OC)cc1 (stereo unspecified) | 1% | -15% | 22% | u | 3% | -6% | 0% | -9% | -16 | -13% | 2%
Cc1cccc(N2CCN(C(=O)c3cccc(N4CCCC4=O)c3)C(C)C2)c1 (stereo unspecified) | -31%[inhibitor] | -26% | 17% | -13% | 1% | x | x | -2% | 28 | -8% | u
COc1ccc(N2C(=O)c3ccc(C(=O)Nc4cc(OC)ccc4OC)cc3C2=O)cc1 | -4% | -5% | 8% | -1% | -1% | u | x | 3% | -96* | 3% | -6%
CSCCC(NC(=O)c1ccco1)C(=O)N1CCN(Cc2ccccc2)CC1 (stereo unspecified) | -1% | -1% | -5% | x | 5% | x | x | x | 11 | x | 2%
Nc1ccc(-c2cc(N)n(-c3ccccc3)n2)cc1 | 0% | u | 2% | 30% | u | u | 9% | 1% | -7 | -22% | 12%
N#C/C(C(=O)Oc1ccccc1)=C1\C=Cc2ccccc2N1 | 13% | 4% | 4% | 38% | u | 1% | -15% | u | 0 | -9% | u
COc1ccc(Oc2c(Cl)cnn(-c3ccccc3)c2=O)cc1 | -8% | -8% | -2% | 23% | -2% | -12% | -1% | 15% | -16 | -17% | -6%
NNS(=O)(=O)c1ccc(Cc2ncc(C(F)(F)F)cc2Cl)s1 | -3% | -6% | -2% | -2% | 1% | -1% | -4% | 3% | -16 | -6% | 1%
O=C(COC(=O)Cc1n[nH]c(=O)c2ccccc12)Nc1ccc(Cl)cc1F | -7% | -3% | -3% | 1% | -2% | 0% | -2% | -3% | 10 | 0% | -5%
Cc1ccc(C)c(NC(=O)CN(C)C(=O)c2cccc(S(=O)(=O)N3CCN(Cc4ccccc4)CC3)c2)c1 | -17% | -19% | -1% | u | 5% | x | 0% | -2% | -25 | -25% | u
COc1cc(/C=C(\NC(C)=O)C(=O)Nc2ccc(NC(C)=O)cc2)ccc1OC(C)=O | 0% | -1% | -9% | 16% | -5% | -3% | 6% | x | -3 | -5% | 3%
CSc1cccc(NC(=S)N(CCCN2CCCC2)Cc2cccs2)c1 | -6% | -2% | -2% | u | 2% | -22% | 1% | -9% | -7 | 1% | 10%
COc1ccc(S(=O)(=O)NCc2ccc(C(=O)N(C)Cc3ccco3)cc2)cc1 | -3% | 1% | 1% | u | 1% | -1% | -4% | -2% | 1 | 11% | -11%
CCc1c(C)nc2cc(-c3cccc(Br)c3)[nH]n2c1=O | u | u | 3% | u | 12µM* | 12% | 2% | -7% | -19 | u | u
COCCN1CCN(C(=O)c2cc(COc3cncc(Cl)c3)on2)CC1 | -2% | 4% | 1% | 26% | 0% | x | x | -4% | 1 | 1% | -5%
Cc1cc(C)c(S(=O)(=O)Nc2ccccn2)c(C)c1 | 2% | 2% | 2% | x | -1% | 1% | 0% | 14% | 1 | x | 0%
Cc1ccccc1NC(=O)Cc1nnc(SCC(=O)c2ccc(Br)cc2)n1C | 0% | -5% | 12% | u | 3% | u | -3% | 21% | -30 | 1% | -12%
CCSC1=NN2CCS(=O)(=O)N=C2S1 | -15% | 0% | 4% | 2% | -1% | 11% | 5% | -4% | -3 | 1% | 5%
COc1ccc2c(CC(=O)OCC(=O)Nc3cccc(C)c3)coc2c1 | -2% | 3% | -1% | x | 3% | x | x | x | 0 | x | u
Cc1cccc(N2CCN(c3cccc(C)c3)C2c2cccnc2)c1 | 7% | -2% | 10% | 15% | -4% | -1% | -10% | -2% | 4 | -27% | -1%
Cc1ccc(C(=O)OCC(=O)NC2CCCCC2)s1 | -8% | 21% | 11% | 29% | u | -26% | -2% | x | -5 | -4% | u
CC(C)CCNC(=O)c1ccc2c(SCC(=O)O)c3c(nc2c1)CCCC3 | -1% | -2% | -2% | 39% | u | -15% | -9% | 19% | 24 | 0% | 7%
CC(C)(CC(=O)O)CC(=O)Nc1ccccc1Oc1ccccc1 | -4% | -4% | 0% | -3% | 1% | x | -6% | u | 22 | 3% | 15%
O=C(CSc1nc2ccc(Nc3nc(N4CCOCC4)nc(N4CCOCC4)n3)cc2s1)NCc1ccco1 | -5% | -3% | -1% | u | 0% | 14% | 1% | 4% | 5 | -4% | 2.6µM*
CC(=O)N1N=C(c2ccco2)CC1c1ccc(Cl)o1 (stereo unspecified) | 1% | -4% | -11% | -18% | -1% | 0% | x | 18% | 21 | 2% | 24%
